High-throughput results deposited in PubChem by several laboratories.
WT yeast gro inh – growth inhibition of WT yeast, mitochondrial fusion screen; mitochondrial fusion phenotypic screen, WT strain; inhibition, % at 10 µM; 2.1% of 190,000 active; in the data active = inhibition above about 58%; tested in S. cerevisiae
Dynein transport – blocks dynein driven cargo transport along microtubules. 3617.4 mouse cells, GR-EGFP nuclear translocation imaging; test concentration mostly 20 µM; stimulated with dexamethasone, 1 µM; hits give low values. z-score, hits read low. 0.47% of 220,000 active;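 active = plate z-score of nuclear minus cytoplasmic receptor signal below a set negative limit, without overly bright fluorescence or cell loss, cut at about -3.5 in these data, passing the limit was not always enough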;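 note: z-score of nuclear minus cytoplasmic ring GR-EGFP intensity difference per well; some compounds called inactive have numbers as strong as hits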
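Buffer or medium – tet-free medium with charcoal-stripped serum · Signal – automated 10x imaging of fixed Hoechst-stained cells · Also added – dexamethasone agonist, 1.0 µM final, for 30 min · Incubation – induction 48 h, compound 1 h, agonist 30 min · Read-out – GR-EGFP nuclear translocation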
Lipid droplet – modulators of hepatic lipid droplet formation; AID 1656; 0.4% of 240,000 active; AML12 mouse hepatocytes, oleate lipid droplets, BODIPY imaging; inhibition, % at 6.5 µM;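 active = lipid droplet intensity inhibited by at least 50%, with more than 500 cells counted; inconclusive = wells with under 300 cells, treated as cytotoxic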
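Test system: AML12 mouse liver cells; schedule: overnight exposure; technique: high-content imaging of BODIPY-stained droplets and DAPI nuclei; read-out: % inhibition of corrected integrated BODIPY droplet signal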
MT stabilizer – microtubule stabilizers in HeLa cells | HeLa tubulin immunostaining HCS, 24 h; share of cells brighter than vehicle mean+2SD | % tubulin-high responders, % at 10 µM | 0.83% of 200,000 active;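 active = plate Z-score above 3 for both tubulin-high and condensed-nucleus cell shares, with cell loss under 80%, at 10 µM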;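 note: anti alpha tubulin signal scored within the nucleus-defined area of each cell; some results filed as inactive read as strong as hits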
b-catenin transl – alters nuclear translocation of beta-catenin in HeLa cells; immunofluorescence imaging; nuclear translocation activity, % at 5 µM; 0.3% of 190,000 active;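 active = nuclear translocation activity above 50% at 5 µM, with a well cell count of 50 or more; inconclusive = wells under 50 cells across six images, flagged as toxic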;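 note: per-cell ratio of nuclear to cytoplasmic median beta-catenin stain intensity; plate controls were DMSO negative control for no effect and GSK-3 inhibitor IX positive control for full effect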
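test system = HeLa cells, endogenous beta-catenin | dosing = single 5 µM dose plus 0.02–20 µM confirmation series | times = compound treatment 24 h, 37°C, 5% CO2 | technique = beta-catenin immunofluorescence imaging with DAPI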
CSM14.1 death rescue – protection against thapsigargin-triggered cell killing – 384-well, CSM14.1, ATP luminescence, primary screen (AID 1222). one-dose cellular ATP content (survival), % at 20 µM; EC50 in µM for titrated hits. 190,000 tested, under 10 active. CSM14.1 thapsigargin-induced death rescue, ATP luminescence; higher % means a stronger effect;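 active = EC50 below 50 µM in the dose-response confirmation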;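 note: death triggered by thapsigargin at about 15 µM added after 2 h compound pretreatment; cell ATP read after overnight thapsigargin exposure of roughly 18 to 22 hours; normalized against plate controls of thapsigargin alone and 5% DMSO vehicle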
XIAP antagonists – small molecules displacing peptide from XIAP – biochemical, IAP family, fluorescence polarization (AID 1018); XIAP BIR domain, fluorescence polarization peptide displacement; higher % means a stronger effect; displacement, % at 20 µM, or IC50 in µM where a hit was titrated; 0.007% of 200,000 active; in the data active = displacement above about 50%; note: a part of the inactive calls stands beside numbers as strong as those of hits
Autophagy HCS – modulators of autophagy; AID 463193; 0.98% of 190,000 active; calls only at 10 µM (by protocol); MEF GFP-LC3 puncta imaging; test concentration mostly 10 µM;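 active = percentage of spot-positive cells more than 3 SD above its plate mean, without a fluorescence outlier flag or 80% toxicity; inconclusive = no clear call, values can overlap the other calls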;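 note: spot-positive cell cutoff set from DMSO-treated cells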
Insulin prom up – MIN6 insulin promoter up-regulation | AID 1625 | 0.3% of 190,000 active | MIN6 insulin promoter-GFP reporter, high-content imaging; hits give high values | z-score at 5 µM;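 active = z-score above 3 at 5 µM with at least 500 cells counted in the well; inconclusive = wells under 500 cells, flagged as cytotoxic or low count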
WT yeast gro inh mutant strain – further read-out of WT yeast gro inh, marked with its call; inhibition, %; mitochondrial fusion phenotypic screen, mutant strain inhibition
Dynein transport cytoplasmic EGFP – second read-out of Dynein transport, no call of its own (marks repeat the call); z-score; measured here: cytoplasmic GR-EGFP intensity; hits give high values
Dynein transport nuclear GR-EGFP – second read-out of Dynein transport, no call of its own (marks repeat the call); z-score; measured here: nuclear GR-EGFP intensity;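 lower value marks the stronger effect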
Dynein transport cell count – second read-out of Dynein transport, no call of its own (marks repeat the call); z-score; measured here: cell count per field
Insulin prom up cell count – further read-out of Insulin prom up, marked with its call; cell count; measured here: cytotoxicity, nuclei count;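 total cells summed across four imaged fields per well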
Lipid droplet cells 6.5 µM – recorded beside Lipid droplet, whose call it bears; cell count; measured here: cell count, cytotoxicity flag;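 cells counted across two imaged fields per well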
b-catenin transl cell count 5 µM – further read-out of b-catenin transl, marked with its call; cell count; measured here: cell count, cytotoxicity flag
MT stabilizer Hoechst-high % – recorded beside MT stabilizer, whose call it bears; % Hoechst-high responders; measured here: nuclear condensation Hoechst responders;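 share of cells brighter than vehicle mean plus two SD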
MT stabilizer cytotoxicity % – second read-out of MT stabilizer, no call of its own (marks repeat the call); toxicity, %; measured here: cytotoxicity by cell density;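 0% = mean cell density of plate MIN control wells and 100% = no cells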
Autophagy HCS cell loss 18 h – further read-out of Autophagy HCS, marked with its call; toxicity, %; measured here: cell loss, nuclei count;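 cell loss after 18 h compound exposure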
An asterisk follows results filed as active; i = inactive; ? = inconclusive; . = no result given.

no. | SMILES | WT yeast gro inh | WT yeast gro inh mutant strain | Dynein transport | Dynein transport cytoplasmic EGFP | Dynein transport nuclear GR-EGFP | Dynein transport cell count | Lipid droplet | Lipid droplet cells 6.5 µM | MT stabilizer | MT stabilizer Hoechst-high % | MT stabilizer cytotoxicity % | b-catenin transl | b-catenin transl cell count 5 µM | CSM14.1 death rescue | XIAP antagonists | Autophagy HCS | Autophagy HCS cell loss 18 h | Insulin prom up | Insulin prom up cell count
1 | OCCNc1nc(Nc2ccccc2)nc2ccccc12 | 27.6 | 35.6 | 0.345 | -0.205 | 0.57 | -0.442 | -21.0 | 675 | 2.7 | 1.3 | 6.7 | 0.8 | 1120 | 3.3% | -9.3% | i | 3.2 | ? | .
2 | CCOC(=O)c1nc(-c2ccc(OC)c(OC)c2)no1 | 4.2 | 1.5 | -0.103 | -0.275 | -0.00372 | -0.00486 | -0.3 | 689 | 3.1 | 2.0 | 2.4 | -3.8 | 1149 | 1.6% | -7.6% | i | -22.5 | 0.62 | 1325
3 | CCc1c(O)nc(SCC(=O)Nc2ccccc2C)[nH]c1=O | -11.9 | -6.8 | -0.291 | 0.501 | -0.224 | -0.71 | -0.6 | 756 | 3.8 | 2.0 | 5.5 | -0.3 | 1090 | -4.3% | -1.5% | i | 0.8 | -0.18 | 1252
4 | O=C1NCCN1C(=O)c1ccco1 | -10.4 | -12.2 | 1.5 | -0.146 | 0.708 | -1.47 | . | . | 4.8 | 2.3 | 9.4 | -0.5 | 1361 | -0.7% | -0.3% | i | 0.6 | 0.88 | 1440
5 | Cc1ccc(S(=O)(=O)NCC(=O)OCC(=O)c2c(N)n(C)c(=O)n(C)c2=O)cc1 | 3.6 | 16.7 | -0.826 | -0.244 | -0.126 | 0.197 | -43.8 | 674 | 3.8 | 2.1 | 6.0 | -0.1 | 1095 | -0.9% | -2.7% | i | 7.6 | -0.56 | 1412
6 | Cc1cccc(NC(=O)CN2C(=O)N/C(=C\c3ccc(N4CCOCC4)cc3)C2=O)c1 | -0.8 | -4.8 | -0.223 | -0.117 | 0.298 | 0.359 | 6.9 | 669 | 2.9 | 3.4 | 4.1 | -0.8 | 1107 | -0.9% | -3.0% | i | -1.2 | 0.22 | 1363
7 | O=C(CSc1nc2ccccc2c(=O)n1Cc1ccco1)NCc1ccco1 | -12.2 | 5.9 | 0.114 | 0.822 | 0.293 | 1.21 | -28.0 | 745 | 4.4 | 2.9 | 6.9 | -0.4 | 1228 | -1.6% | -2.8% | i | -1.3 | 0.33 | 1170
8 | NC(=O)c1ccsc1NC(=O)COc1ccccc1 | 14.4 | 19.4 | 0.106 | -0.132 | 0.44 | 0.995 | 0.6 | 692 | 1.3 | 2.0 | 16.5 | -1.2 | 1079 | . | 8.9% | i | -1.0 | 0.8 | 1197
9 | Cc1cccn2c(=O)c(/C=C(\C#N)C(=O)NC3CCS(=O)(=O)C3)c(N3CCC(C(N)=O)CC3)nc12 (stereo not drawn) | -1.4 | -18.1 | 0.632 | -0.225 | 0.609 | -0.964 | 3.7 | 651 | 2.2 | 2.7 | 8.0 | -1.8 | 1099 | -1.2% | -10.2% | i | 0.2 | 2.13 | 1453
10 | CCOc1cc(S(=O)(=O)N2CCCCCC2)ccc1F | -10.6 | -2.4 | 1.06 | -0.119 | 0.738 | -0.398 | -9.7 | 706 | 2.3 | 1.2 | 5.1 | . | . | -1.1% | -1.8% | i | -19.2 | -0.15 | 945
11 | CCc1ccc(OCCNC(=O)c2cccs2)cc1 | . | . | -0.321 | 0.0316 | -0.0538 | 1.1 | -5.2 | 728 | 1.7 | 2.2 | 10.2 | 2.2 | 1049 | 0.8% | -4.6% | i | -2.3 | 0.7 | 953
12 | COC(=O)CCC/C=C1/SCC(NC(=O)c2ccccc2)C1=O (stereo not drawn) | -3.5 | -18.2 | -0.292 | -0.21 | 0.0488 | -0.224 | . | . | 1.6 | 1.2 | 2.2 | . | . | -0.4% | -10.2% | i | -10.4 | 1.18 | 881
13 | CC1(C)N=C(c2ccccn2)C(C)(C)N1O | 7.0 | 14.7 | -0.678 | 0.233 | -0.0537 | 0.416 | 6.4 | 732 | 0.9 | 1.8 | 4.1 | 2.6 | 1099 | 2.8% | -3.8% | i | 16.9 | -0.02 | 909
14 | CC(C)(C)NC(=O)c1ccccc1NC(=O)C1CCCO1 (stereo not drawn) | 10.1 | -2.2 | 1.59 | -0.296 | 0.899 | -0.841 | 8.7 | 754 | 8.0 | 1.5 | 4.5 | 0.3 | 1505 | -0.9% | -0.6% | i | 1.3 | -1.04 | 1387
15 | O=C1c2ccccc2C(=O)N1Cc1nc2ccccc2c(=O)n1CCCn1ccnc1 | 5.0 | -2.3 | 1.27 | -0.122 | 0.701 | -0.567 | . | . | 4.2 | 2.9 | 0.6 | 0.6 | 1153 | -0.4% | -8.9% | i | -5.3 | 0.13 | 985
16 | C#CCOCCOCCOCCNc1nc(N2CCN(C(=O)[C@H](CCC(=O)O)n3cc(C(N)Cc4ccc(O)cc4)nn3)CC2)nc(N2CCN(C(=O)[C@H](Cc3ccc(O)cc3)n3cc(C(N)[C@H](C)CC)nn3)CC2)n1 (stereo partly drawn) | . | . | 1.29 | -0.602 | 0.614 | -0.698 | -11.6 | 687 | . | . | . | -0.4 | 1367 | . | . | . | . | 0.93 | 671

Part of the list above, with two lines to a compound.
Below each SMILES: WT yeast gro inh, WT yeast gro inh mutant strain, Dynein transport, Dynein transport cytoplasmic EGFP, Dynein transport nuclear GR-EGFP, Dynein transport cell count, Lipid droplet, Lipid droplet cells 6.5 µM, MT stabilizer, MT stabilizer Hoechst-high %, MT stabilizer cytotoxicity %, b-catenin transl, b-catenin transl cell count 5 µM, CSM14.1 death rescue, XIAP antagonists, Autophagy HCS, Autophagy HCS cell loss 18 h, Insulin prom up, Insulin prom up cell count
15	O=C1c2ccccc2C(=O)N1Cc1nc2ccccc2c(=O)n1CCCn1ccnc1
 : 5.0, -2.3, 1.27, -0.122, 0.701, -0.567, ., ., 4.2, 2.9, 0.6, 0.6, 1153, -0.4%, -8.9%, i, -5.3, 0.13, 985
14	CC(C)(C)NC(=O)c1ccccc1NC(=O)C1CCCO1 (stereo not drawn)
 : 10.1, -2.2, 1.59, -0.296, 0.899, -0.841, 8.7, 754, 8.0, 1.5, 4.5, 0.3, 1505, -0.9%, -0.6%, i, 1.3, -1.04, 1387
16	C#CCOCCOCCOCCNc1nc(N2CCN(C(=O)[C@H](CCC(=O)O)n3cc(C(N)Cc4ccc(O)cc4)nn3)CC2)nc(N2CCN(C(=O)[C@H](Cc3ccc(O)cc3)n3cc(C(N)[C@H](C)CC)nn3)CC2)n1 (stereo partly drawn)
 : ., ., 1.29, -0.602, 0.614, -0.698, -11.6, 687, ., ., ., -0.4, 1367, ., ., ., ., 0.93, 671
